HTR2A ag – activates the mouse 5-HT2A serotonin receptor. 360,000 tested, 0.66% active. activation, % at 7.6 µM. CHO-K1 mHTR2A beta-arrestin complementation, luminescence; percent of 30 µM serotonin response. AID 624169;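 active = activation above a run cutoff, the mean activation of all tested compounds plus 3 SD, cut at about 14% in these data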;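 note: 0% = plate median of compound wells and 100% = 30 µM serotonin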
aDG glyco up – increases alpha dystroglycan glycosylation; 360,000 tested, 0.22% active; AID 624168; Pro5-aDG cells, alpha-DG glycosylation AlphaScreen (IIH6); 0% Pro5, 100% B10-LARGE cell signal; activation, % at 10 µM;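 active = activation of at least 8% versus controls, or a plate z-score of at least 8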;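 note: Pro5 are CHO cells carrying HIG-tagged alpha-DG that lacks glycosylation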
MC4R antagonist – human MC4R antagonism in cAMP assay; P32245; MC4R-expressing cells, MTII-stimulated cAMP, LANCE TR-FRET; inhibition, % at 6.5 µM; 360,000 tested, 0.48% active; AID 540295;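 active = inhibition above its plate's cutoff, the mean of tested wells on that plate plus 3 SD, cut at about 29% in these data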;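 note: 0% = Melanotan II alone and 100% = Melanotan II plus saturating MCL0020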
Target sequence (P32245 whole entry, looked up): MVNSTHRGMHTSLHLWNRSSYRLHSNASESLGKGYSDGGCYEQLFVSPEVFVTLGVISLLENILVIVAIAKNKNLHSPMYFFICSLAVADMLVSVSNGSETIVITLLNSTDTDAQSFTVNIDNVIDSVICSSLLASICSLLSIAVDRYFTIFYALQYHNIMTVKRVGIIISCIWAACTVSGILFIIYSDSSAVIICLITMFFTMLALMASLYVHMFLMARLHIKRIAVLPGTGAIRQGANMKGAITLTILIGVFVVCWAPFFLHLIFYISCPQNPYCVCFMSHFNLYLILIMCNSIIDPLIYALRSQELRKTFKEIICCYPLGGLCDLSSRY
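Test system: U2OS cells stably expressing human melanocortin 4 receptor (MC4R); also added: Melanotan II challenge; compound: 6.5 µM single dose; timing: 30-min compound preincubation, 1-h Melanotan II challenge, 1-h detection, room temperature; signal: Eu-cAMP/anti-cAMP TR-FRET, emission 671 nm; repeats: one well per compound, no replicates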
Vif imaging – HIV Vif inhibition; 340,000 tested, 0.35% active; HEK293T cells, Vif self-association by quenched fluorescence, imaging, 24 h; inhibition, % at 7.49 µM; in the data active = inhibition above about 50%, passing the limit was not always enough; inconclusive = no clear call, values can overlap the other calls; inactive = below about 31%; note: some results filed as inactive read as strong as hits
N-glyco inh – N-linked glycosylation inhibition; D54 ERlucT glycosylation luciferase reporter, 24 h; percent of 100 nM tunicamycin response; reporter increase, % at 12.5 µM; AID 588692; 360,000 tested, 0.23% active;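 active = mean luciferase reporter signal, scaled so untreated is 0 and the glycosylation-blocking control 100, at or above a set limit in every replicate; inconclusive = mean reaches the limit but not every replicate does; inactive = mean below the limit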;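 note: luciferase carries N-glycosylation sites so blocking glycosylation raises the light; 0% = median of neutral control wells and 100% = median of 100 nM tunicamycin wells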
PDI inh – blocks human protein disulfide isomerase activity; P07237; PDI insulin aggregation turbidity, A650, 90 min; inhibition, % at 10 µM; 350,000 tested, 0.052% active;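 active = mean inhibition across replicates of 30% or more, whatever share of single replicates reach that level; inconclusive = mean inhibition below 30% while every single replicate reaches 30%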;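 note: absorbance from insulin aggregation driven by PDI reduction with DTT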
Target sequence (P07237 whole entry, looked up): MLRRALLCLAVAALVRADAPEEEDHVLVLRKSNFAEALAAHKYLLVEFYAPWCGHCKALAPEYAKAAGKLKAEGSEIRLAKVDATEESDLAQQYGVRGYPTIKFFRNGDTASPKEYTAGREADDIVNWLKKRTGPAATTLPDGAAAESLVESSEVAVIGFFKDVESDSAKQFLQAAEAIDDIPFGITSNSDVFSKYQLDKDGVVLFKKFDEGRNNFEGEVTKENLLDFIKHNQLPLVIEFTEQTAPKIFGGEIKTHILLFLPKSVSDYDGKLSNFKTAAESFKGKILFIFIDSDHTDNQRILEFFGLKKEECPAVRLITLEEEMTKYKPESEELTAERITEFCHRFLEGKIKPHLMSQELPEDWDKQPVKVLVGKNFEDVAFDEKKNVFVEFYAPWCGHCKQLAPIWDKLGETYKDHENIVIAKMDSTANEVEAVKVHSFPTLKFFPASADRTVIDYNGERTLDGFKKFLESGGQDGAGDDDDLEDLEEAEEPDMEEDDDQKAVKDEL
MC4R barr agon – activates human MC4R beta-arrestin recruitment; P32245; U2OS MC4R beta-arrestin complementation, luminescence; percent of melanotan II response, DMSO zero; activation, % at 8.9 µM; 360,000 tested, 0.98% active; AID 540308;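 active = activation above a per-plate cutoff, the mean activation of sample wells on that plate plus 3 SD, cut at about 8% in these data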
Cardio protect – modulators protecting cardiomyocytes from myocardial damage | H9c2 cardiomyocytes, H2O2 injury protection, ATPLite, 2 h | protection from H2O2 cell death, % at 20 µM | 360,000 tested, 0.63% active;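 active = compounds giving at least 50% protection of heart cells from peroxide-induced death in the single-dose screen, raw or plate-pattern-corrected value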;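 note: 0% = DMSO wells with peroxide and 100% = DMSO wells without peroxide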
ABCB6 inh 2 – human ABCB6 transporter inhibition. Q9NP58. fluorescence ratio to DMSO, % at 10 µM. 360,000 tested, 0.19% active. K562-ABCB6 porphyrin accumulation, flow cytometry, 1 h; hits give low values;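 active = fluorescence ratio to DMSO below 75%, the collection mean minus 3 SD; inconclusive = too few cells collected in the well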;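 note: signal is porphyrin accumulated inside mitochondria; 100% equals median channel fluorescence of DMSO control wells; lower ratio means ABCB6 inhibition with less porphyrin fluorescence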
CaV13 ICDI inh – Disruptors of the CACNA1D IQ motif to Ca2+-dependent inactivation inhibitor domain association, primary screening, Förster resonance energy transfer in intact living …; HEK cells, CFP/YFP FRET ICDI-IQ, plate reader, 10 min; percent FRET-ratio fall versus neutral wells; inhibition, % at 12.3 µM; 340,000 tested, 0.098% active;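 active = mean replicate inhibition of at least 30% and at least 1% of replicates passing that level; inconclusive = only one of the two criteria is met; inactive = neither criterion is met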;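 note: 0% = median of the neutral control wells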
* = called active by the depositor; ? = inconclusive; . = no result given.

cpd	smiles	Cardio protect	MC4R barr agon	aDG glyco up	MC4R antagonist	PDI inh	ABCB6 inh 2	N-glyco inh	HTR2A ag	Vif imaging	CaV13 ICDI inh
1	COC(=O)c1ccc(C(=O)NC2CCCc3c2cnn3-c2ccc(C)c(C)c2)cc1 (stereo not drawn)	-11	-4.5	0.2	-19	-11	104	17	-8	-6	.
2	CCN(CC(=O)NC(=O)NCc1ccccc1)Cc1nc2ccccc2c(=O)[nH]1	7	-0.2	-0.1	1	3	102	-2	-2	-8	-5
3	Cc1ccc(C(c2nc3ccccc3[nH]2)n2c(-c3ccccc3)nc3ccccc32)cc1 (stereo not drawn)	-5	.	0.3	.	.	99	-2	-1	-2	-7
4	CC1=C(C(=O)O)CC(S(=O)(=O)O)C1(C)C (stereo not drawn)	3	-2.7	0.1	13	4	110	1	0	-2	-6
5	CC(=O)N1CCN(S(=O)(=O)c2cccc(C(=O)NCCC3=CCCCC3)c2)CC1	-3	-2.3	0.1	15	5	97	2	-2	2	-2
6	Cn1cnnc1Sc1nc2c(c(=O)n(C)c(=O)n2C)n1Cc1ccccc1Cl	6	1.0	-0.2	1	9	102	.	6	.	-9
7	COc1ccc(-c2cc(C(=O)NCCN3CCOCC3)c3ccccc3n2)cc1	6	1.4	0.0	-1	6	91	2	-1	0	-1
8	Cc1c(Cl)cccc1NC(=O)CNC(=O)c1ccc2c(c1)OCCO2	0	0.1	0.0	4	10	103	0	2	0	-2
9	COC(=O)CNC(=O)C(C)NC(=O)CNC(=O)OCc1ccccc1 (stereo not drawn)	0	-2.9	-0.2	0	0	104	0	-1	1	.
10	CC(=O)COC(=O)C1CC(=O)N(c2ccc(C)c(C)c2)C1 (stereo not drawn)	4	-1.5	-0.1	-3	-7	87	0	-4	2	-7
11	CC(C)=CCCC(C)CN1CCC(n2nccc2NC(=O)c2cccnc2)CC1 (stereo not drawn)	9	-1.2	-0.1	2	0	98	0	-5	-12	-3
12	Cc1nn(CC(=O)Nc2ccc(N3CCOCC3)cc2)c(C)c1[N+](=O)[O-]	0	-1.7	0.0	7	-7	87	1	1	12	-12
13	Cc1nn2c(-c3ccc(F)cc3)ccnc2c1Cl	-2	0.3	0.3	1	2	100	1	-2	-8	-4
14	CCn1c(SCC(=O)OC(C)C)nnc1-c1cccc(Cl)c1	-1	-0.5	-0.2	4	0	100	0	-1	-3	.
15	CC(Sc1nnc(NCc2ccccc2)s1)C(=O)Nc1ccc2c(c1)C(=O)c1ccccc1C2=O (stereo not drawn)	3	3.1	-0.2	28	-4	107	1	-1	12	-6
16	Cc1ccc(C)c(SCC(=O)NCc2ccco2)c1	-1	-0.5	-0.1	7	-2	93	-1	-3	2	-4
17	Cc1cc(C)c(NC2=NS(=O)(=O)c3ccccc32)c(C)c1	5	-1.0	-0.1	5	-7	96	1	-2	2	-7
18	O=C(Oc1ccc(OC(=O)c2ccco2)c(S(=O)(=O)c2ccc(Cl)cc2)c1)c1ccco1	-2	-1.4	-0.1	-3	3	98	1	0	-1	-16
19	CC1CCN(C(=S)SCc2nc(N)nc(Nc3ccccc3)n2)CC1	-7	1.9	0.1	-9	-4	92	2	0	-1	-4
20	C[C@H](CO)N1C[C@H](C)[C@@H](CN(C)CC2CCCCC2)Oc2c(NC(=O)Cc3ccccc3)cccc2C1=O	29	-2.1	0.2	15	1	103	-5	5	-19	-4
21	CCCCn1c(N)c(N(CC(C)C)C(=O)c2ccc(COc3ccccc3)o2)c(=O)[nH]c1=O	3	-4.2	-0.3	1	4	95	0	6	2	-4
22	O=C(O)c1ccc(S(=O)(=O)NN=Cc2c[nH]c3ccccc23)cc1	10	0.2	0.0	1	11	102	2	4	-8	-6
23	O=C(O)c1ccccc1C(=O)Nc1ccc(Br)c(C(F)(F)F)c1	-2	-1.7	-0.1	8	-11	99	-1	-3	?	-4
24	CC1(C)CC(=O)c2sc(N3CCCCC3)nc2C1	7	-0.4	-0.4	6	-3	107	-3	-3	6	.
25	CCOc1ccc(N(CC(=O)NC2CCCCCC2)S(=O)(=O)c2c(C)noc2C)cc1	0	-1.4	-0.1	4	2	104	1	-7	14	23
26	Cc1cccc(-c2nnc(NC(=O)c3ccc(N4C(=O)CCC4=O)cc3)s2)c1	-1	0.4	0.0	5	.	101	0	0	-8	-10
27	CCS(=O)(=O)c1ccc(-c2csc(-c3ccccc3Cl)n2)c(Cl)c1Cl	-21	-0.9	0.2	9	1	88	2	-1	10	-6
28	CCC(=O)c1ccc(N2CCN(C(=O)c3ccc(Br)cc3)CC2)c(F)c1	-16	0.3	0.6	1	5	89	-4	3	-2	-5
29	O=c1[nH]c(CN2CCN(S(=O)(=O)c3ccc(Cl)cc3)CC2)nc2cc(Cl)ccc12	4	-1.8	0.6	1	-1	98	0	1	10	-5
30	CC(C)CCNC(=O)CCCCn1c(=O)[nH]c2ccsc2c1=O	1	0.8	-0.1	19	-1	100	3	2	-5	-4
31	CC1(C)SCC(C(=O)O)NC1=O (stereo not drawn)	2	0.0	-0.4	8	-1	99	1	0	2	1
32	CC(=O)c1cccc(NC(=O)C(Sc2ncnc3ccccc23)c2ccccc2)c1 (stereo not drawn)	11	1.0	0.0	3	0	100	-1	-4	.	-5
33	C/C(=N\NC(=O)C1CC1)c1cccs1	2	1.9	-0.3	3	-16	88	3	1	0	-4
34	CSc1ccccc1NC(=S)NC1CCCC1	-1	-3.6	0.0	0	0	90	0	11	-2	-9
35	CC1CC(C)CN(C(=O)CCNS(=O)(=O)c2ccc3c(c2)CCC(=O)N3)C1 (stereo not drawn)	2	-1.0	-0.1	10	-4	97	2	2	2	-2
36	C=CCOC(=O)C1=C(C)NC(SCC(=O)Nc2nccs2)=C(C#N)C1c1cccs1 (stereo not drawn)	-18	1.7	0.7	4	-4	96	1	-3	0	.
37	Cc1cccc2c(C(=O)O)c3c(nc12)CCCCC3	5	-0.5	-0.1	3	-4	84	1	0	17	-5
38	O=C(NC1CC1)C1CCN(C2CCN(C(=O)c3ccc(C(F)(F)F)cc3)CC2)CC1	6	-1.7	-0.5	9	-2	105	2	-4	-2	-2
39	Cc1cc(C)n(CC(=O)NC2CCCCC2C)c(=O)c1C#N (stereo not drawn)	4	-0.4	0.1	-1	-3	96	3	6	0	-7
40	CCC(=O)Nc1cc(C)c(NC(=O)CCc2ccccc2)cn1	1	0.8	0.0	2	0	108	-2	-4	1	-4
41	COc1ccc([N+](=O)[O-])cc1NC(=O)C1(c2ccc(OC)c(OC)c2)CCOCC1	8	-1.0	-0.2	5	-7	100	2	-5	-10	-4
42	Cc1ccc(N2C(=O)C3NN=C(C(=O)OCc4ccccc4)C3C2=O)cc1 (stereo not drawn)	4	2.9	-0.1	-6	4	94	1	4	-4	-3
43	C/C(CC1CC2=C(CC1(C)C)C(C)(C)CCC2)=N\NC(N)=S (stereo not drawn)	-17	1.9	0.0	-5	7	89	1	-1	0	-5
44	CCCCCC(=O)N1CC2(CC(c3cccc(NC(=O)[C@@H]4CCC(=O)N4)c3)=NO2)C[C@@H]1C(N)=O (stereo partly drawn)	2	-1.1	-0.3	2	5	94	-1	0	.	-9
45	COC(=O)c1c(CCl)noc1C(=O)NC(C)C	0	-1.2	0.2	1	-1	95	0	7	1	-5
46	COc1ccc(-c2nnc(NC(=O)CSc3ccccc3)s2)cc1OC	-6	3.6	0.1	-4	-13	97	0	2	2	-3
47	O=C(c1cncc(Br)c1)N1CCN(S(=O)(=O)c2ccc(Cl)cc2)CC1	1	-2.3	-0.1	6	-8	100	0	-5	17	-4
48	O=C(Nc1ccccc1)Nc1cccc2cccnc12	-2	-0.7	0.1	-4	4	100	-2	-8	-13	-6

Screening results: PubChem, several laboratories
